IDE cell activ = IDE (human) activation, cell-based. HEK cells, FAbeta-B cleavage, fluorescence polarization; 0% vehicle, 100% cell-free pure enzyme wells. activation, % at 5.96 µM. hit rate 0.073% among 340,000. AID 493087;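 active = activation above the mean of all tested compounds plus 3 SD, set per screening campaign, cut at about 17% in these data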
* hit, by the source's call. An excerpt; rates above refer to the full screens.

SMILES	IDE cell activ
O=C(Nc1cccc(S(=O)(=O)N2CCOCC2)c1)c1cc(S(=O)(=O)N2CCOCC2)c(Cl)cc1Cl	-2
O=C(Nc1cccc(S(=O)(=O)NC2=NCCC2)c1)c1cc(F)c(F)c(F)c1F	-4
COC(=O)C[C@H]1C=C[C@@H](C(C(=O)OC)C(=O)OC)CN1C(C)=O	4
CCOC(=O)N1CCc2cc(OC)c(OC)c3c2c1cc1cc(OC)c(OC)cc13	10
O=C(COC(=O)/C=C/c1cccc(C(F)(F)F)c1)NC(=O)NC1CCCC1	-2
Nc1ccc(S(=O)(=O)Nc2nccs2)cc1N=Nc1ccccc1[N+](=O)[O-]	1
O=C(C1CCN(S(=O)(=O)c2ccc(Cl)s2)CC1)N1CCN(c2ccccc2)CC1	-3
CC(c1ccccn1)C(C)(O)C(C)c1ccccn1 (stereo not given)	3
Cc1ccc(N(O)C(C)(C)C)cc1	-4
CC(C)C[C@@H](CNCC(=O)[C@H](Cc1c[nH]c2ccccc12)NC(=O)c1[nH]cnc1C(=O)N[C@H](CN)CC(C)C)NC(=O)c1nc[nH]c1C(=O)N[C@@H](CC(=O)O)C(=O)O	2
COC(=O)c1sc(NC(=O)CN2CCN(c3cccc(Cl)c3)CC2)c(C(=O)OC)c1C	4
CCCCN(C(=O)C1CCCC1)C1CCS(=O)(=O)C1 (stereo not given)	1

Look-ups from the entries so far:
IDE cell activ with O=C(C1CCN(S(=O)(=O)c2ccc(Cl)s2)CC1)N1CCN(c2ccccc2)CC1 → -3
IDE cell activ with O=C(Nc1cccc(S(=O)(=O)N2CCOCC2)c1)c1cc(S(=O)(=O)N2CCOCC2)c(Cl)cc1Cl → -2
IDE cell activ with CCOC(=O)N1CCc2cc(OC)c(OC)c3c2c1cc1cc(OC)c(OC)cc13 → 10
IDE cell activ with CC(C)C[C@@H](CNCC(=O)[C@H](Cc1c[nH]c2ccccc12)NC(=O)c1[nH]cnc1C(=O)N[C@H](CN)CC(C)C)NC(=O)c1nc[nH]c1C(=O)N[C@@H](CC(=O)O)C(=O)O → 2

Further entries follow:
SMILES	IDE cell activ
CC[C@]12c3[nH]c4ccc(Cl)cc4c3CCN1C(=O)[C@@H](CC(=O)NCCN1CCOCC1)C[C@@H]2C(=O)N1CCN(C(=O)c2ccco2)CC1	2
OCCN1CCN(CCO)C1=S	-1
COC(=O)c1c[nH]c2c1-c1cc(C(=O)OCc3ccccc3)n(S(=O)(=O)c3ccc(C)cc3)c1C(=O)C2=O	-1
CC1CCC(C(O)(C(=O)O)C2CCCCC2)CC1C (stereo not given)	3
CCN(C(=O)COC(=O)C12CC3CC(CC(O)(C3)C1)C2)c1c(N)n(Cc2ccccc2)c(=O)[nH]c1=O	5
CC(C)C[C@@H](CN1CCCC1CN1C(=S)NC[C@@H]1Cc1ccc(O)cc1)N1C[C@H](Cc2ccccc2)N(CC2CCCCC2)C1=S (stereo not given in full)	0
CCOc1ccc2oc(C(=O)NCC(c3ccco3)N(C)C)c(C)c2c1 (stereo not given)	2
COc1ccc2[nH]c3c(c2c1)CCN1C(=O)C(CC(=O)NCCN2CCOCC2)C[C@H](C(=O)N2CCOCC2)[C@@]31C (stereo not given in full)	1
O=C1c2ccccc2C(=O)c2c1ccc(O)c2O	2
COC(=O)c1ccc(CCc2cc(O)ccc2O)cc1	-18
COC1=CC(=O)OC(c2ccc(OC)cc2)C1 (stereo not given)	4
Fc1ccc(N2C(=S)SC(=Nc3ccccc3)C2=Nc2ccccc2)cc1	5
Cc1c(Cl)ccc2c(C(O)CBr)cc(-c3ccccc3)nc12 (stereo not given)	8
CCOc1cc2c(cc1OCC)C(c1ccc(O)c(OC)c1)NCC2 (stereo not given)	5
COc1ccc(-n2cnc3c(N)nc(N)nc32)cc1	1
CCCCN(C(=O)C1CCCC1)c1c(N)n(CCC)c(=O)[nH]c1=O	4
CCOC(=O)CN1CC(C)(C)N(CC(=O)OCC)CC1(C)C	4
O=C(O)c1ccc([N+](=O)[O-])cc1-c1cc([N+](=O)[O-])ccc1C(=O)O	4
COc1cc2c(c(OC)c1OC)-c1ccc(OC)c(=O)cc1C(N)CC2 (stereo not given)	2
CC(C)(C)OC(=O)N(CCc1ccccc1)Cc1cccc(OCc2cccc(NC(=O)C3CCCC3)c2)c1	2
CC(C)=CCC/C(C)=C/CNC(=O)C[C@H]1C[C@H](C(=O)N(C(C)C)C(C)C)[C@@]2(C)c3[nH]c4cc(-c5ccco5)ccc4c3CCN2C1=O	2
CC(C)(O)CN(C(=O)c1ccccc1)C1CCCCC1	-3
C=C1C(=O)OC2C1C(OC(=O)C(C)=CC)CC(=C)C1C(O)C3OC3(C)C21O (stereo not given)	6
COc1ccc(S(=O)(=O)Nc2ccc(-n3cnnn3)cc2)cc1Br	0
COc1ccc(C(CNC(=O)c2cccc(S(=O)(=O)Nc3ccc(Br)cc3)c2)N(C)C)cc1 (stereo not given)	4
O=C1C=C(c2ccccc2)C(c2ccccc2)C1 (stereo not given)	5
CC12CC(O)C3C(CCC4=CC(=O)CCC43C)C1CCC2=CCO (stereo not given)	1
CC1CCN(S(=O)(=O)c2ccc(NC(=O)CCNC(=O)c3ccc(Cl)cc3)cc2)CC1	2
Cc1ccccc1-c1cccc([C@@H]2C[C@H]3[C@H](CON3C)CN2S(=O)(=O)c2ccccc2C)c1	2
CCCCN1CC(C)(C)Oc2cccc(F)c2S1(=O)=O	6
COc1ccc(S(=O)(=O)Nc2ccc3c(c2)C(=O)N([C@H](C)CO)C[C@H](C)[C@@H](CN(C)S(=O)(=O)c2ccc(OC)cc2)O3)cc1	3
CC12CCC(C(=O)C1)C1(C)CCCC(=O)C21 (stereo not given)	3
Cc1cn(CC(=O)N2CCN(c3ccccn3)CC2)c(=O)[nH]c1=O	1
CCc1ccccc1OCC(=O)Nc1cccc(S(=O)(=O)N2CCCC2)c1	4
CN(C)N1C(=O)c2c(Cl)c(Cl)c(Cl)c(Cl)c2C1=O	5
CN(Cc1ccccc1)Cc1ccccc1C(O)c1ccccc1 (stereo not given)	8
CCOc1ccc(S(=O)(=O)NCc2cccnc2)cc1NC(=O)c1ccccc1	4
CCN(CC)S(=O)(=O)c1cccc(C(=O)NCC2(N3CCOCC3)CCCCC2)c1	1
CCOc1ccccc1C(O)C1=CC(=O)c2ccccc2C1=O (stereo not given)	2
CC(=O)N1C[C@H]2CON(C)[C@H]2C[C@H]1c1cccc(-c2ccccc2)c1	4
Nc1ncnc2c1ncn2[C@@H]1O[C@H](CNCc2ccccc2OC2OC(CO)C(O)C(O)C2O)[C@@H](O)[C@H]1O (stereo not given in full)	-1
CN(c1ccc(F)cc1)S(=O)(=O)c1ccc(Cl)c(C(=O)NCC2CCCO2)c1 (stereo not given)	0
O=C(CCNC(=O)c1ccc(Cl)cc1)NCC(c1ccco1)N1CCCC1 (stereo not given)	2
COc1ccc2c(c1)OC[C@H]1[C@H]2N2C(=O)c3ccc(F)cc3NC(=O)[C@@]2(C)[C@H]1c1ccccc1	-5
O=C(O)c1ccccc1C=NNc1ccc([N+](=O)[O-])cn1	5
CC(=O)N(c1ccccc1)c1nc2ccccc2s1	2
CCOC(=O)C1=C(C(=O)OCC)N(Cc2ccccc2)CCC1=O	3
O=C1CC(=O)N2CCSC2=N1	1

A stretch from the list above, as a working copy:
SMILES	IDE cell activ
O=C(Nc1cccc(S(=O)(=O)N2CCOCC2)c1)c1cc(S(=O)(=O)N2CCOCC2)c(Cl)cc1Cl	-2
O=C(Nc1cccc(S(=O)(=O)NC2=NCCC2)c1)c1cc(F)c(F)c(F)c1F	-4
COC(=O)C[C@H]1C=C[C@@H](C(C(=O)OC)C(=O)OC)CN1C(C)=O	4
CCOC(=O)N1CCc2cc(OC)c(OC)c3c2c1cc1cc(OC)c(OC)cc13	10

Continuation:
SMILES	IDE cell activ
O=C(NC1CC1(c1ccccc1)c1ccccc1)c1ccccc1 (stereo not given)	0
Nc1ncnc2c1ncn2[C@@H]1O[C@H](CNCc2ccc(-c3cc(C(F)(F)F)ccc3Cl)o2)[C@@H](O)[C@H]1O	-2
Cn1cnc2nc(Cl)nc(Cl)c21	-1
C[C@]12c3[nH]c4cc(-c5ccco5)ccc4c3CCN1C(=O)[C@@H](CC(=O)NCCc1ccccn1)C[C@@H]2C(=O)N1CCOCC1	4
CCOc1ccc(CCN2C(=S)N([C@@H](CC(C)C)CN3CCCC3CN3C(=S)NC[C@@H]3Cc3ccc(O)cc3)C[C@@H]2CC(C)C)cc1 (stereo not given in full)	1
Cc1cccc(-c2ccc3c(c2)C2CC3CCN2)c1 (stereo not given)	-5
COC(=O)[C@@]1(Cc2ccccc2)[C@H]2C(=O)N(Cc3ccccc3)C(=O)[C@H]2[C@H]2CN=C(SC)N21	3
CCC(CC)C(=O)Oc1c(C(=O)N(C)C)cccc1-c1ccccc1	2
CSc1ccccc1NC(=O)CN(C)C(=O)C(C)SCc1nc2sc(C)c(C)c2c(=O)[nH]1 (stereo not given)	5
Cn1c(N)c(C(=O)COC(=O)Cc2ccc(Cl)cc2)c(=O)n(C)c1=O	-1
CCOC(=O)c1cc2c(c(-c3ccccc3)n1)[C@H](CCO)N(S(=O)(=O)C(C)(C)C)C2	-1
CCOC(=O)N1CC(C)N(C(=S)Nc2ccccc2)CC1C (stereo not given)	5
O=C(NCCCc1ccccc1)c1cccc(NC(=O)C2CCCC2)c1	2
Cc1cc(C(=O)CN2C(=O)C(=O)N(C3CCCC3)C2=O)c(C)n1CCc1ccccc1	1
C=C1C(=O)OC2C1CCC(C)C1C=CC(=O)C12C (stereo not given)	-5
O=C(O)CNC(=O)C1(N2C(=O)c3ccccc3C2=O)CCCC1	3
CC[C@]12c3[nH]c4cc(CCC(=O)N(C)C)ccc4c3CCN1C(=O)[C@@H](CC(=O)NCc1ccc(OC)c(OC)c1)C[C@@H]2C(=O)N1CCN(C(=O)c2ccco2)CC1	-1
CC(C)CC1NC(=O)C(CC(C)C)N(CO)C1=O (stereo not given)	4
CCCCn1c(N)c(N(C(=O)CSc2nncn2-c2ccccc2C)C2CCCC2)c(=O)[nH]c1=O	6
COc1ccc(CNC(=O)C[C@H]2C[C@H](C(=O)N3CCOCC3)[C@@]3(C)c4[nH]c5cc(CCC(=O)N(C)C)ccc5c4CCN3C2=O)cc1OC	0
CCCCN1CC(COCc2ccccc2)Oc2cccc(N3CCCC3)c2S1(=O)=O (stereo not given)	7
Cc1c(Cl)cccc1NS(=O)(=O)c1ccccc1	6
CCCCN1C[C@H](COC(=O)CCC)Oc2cccc(F)c2S1(=O)=O	5
CCOC(=O)c1c(O)cc(OC)cc1CCc1ccccc1	0

3 entries from above, with bars between the fields.
structure | IDE cell activ
CCCCn1c(N)c(N(C(=O)CSc2nncn2-c2ccccc2C)C2CCCC2)c(=O)[nH]c1=O | 6
COc1ccc(CNC(=O)C[C@H]2C[C@H](C(=O)N3CCOCC3)[C@@]3(C)c4[nH]c5cc(CCC(=O)N(C)C)ccc5c4CCN3C2=O)cc1OC | 0
CCCCN1CC(COCc2ccccc2)Oc2cccc(N3CCCC3)c2S1(=O)=O (stereo not given) | 7

Further entries:
SMILES	IDE cell activ
CN(C)c1ncnc2c1ncn2-c1ccccc1	1
C=CCN1[C@@H](Cc2ccccc2)COCCS1(=O)=O	7
COC1C(CO)OC(n2c3c(Cl)cccc3c3c4c(c5c6cccc(Cl)c6[nH]c5c32)C(=O)NC4=O)C(O)C1O (stereo not given)	-5
CN(C(=O)c1cccc(NC(=O)Cc2ccc(NC(=O)C3CCCN(S(=O)(=O)c4cccc([N+](=O)[O-])c4)C3)cc2)c1)C1CCC1 (stereo not given)	7
O=C(O)c1ccccc1Cc1ccc2c(c1)CCCC2	-2
CC(C)(C)NC(=O)C[C@H]1C[C@H](C(=O)N2CCOCC2)[C@@]2(CCC3CCCC3)c3[nH]c4ccc(Cl)cc4c3CCN2C1=O	8
COc1ccc(C=CC(=O)c2c(OC)cc(OC)c(OC)c2O)cc1	-10
O=CN/C=C/c1cccc(O)c1	3
CC(=O)OC1CCC2(C)C3=CCC4(C)C(C(C)=O)=CCC4C3CCC2C1 (stereo not given)	8
CCCCN1CCC(=O)C(C(=O)OCC)=C1C(=O)OCC	-3
CC(=O)NC(CC(C)C)C(=O)O (stereo not given)	-1
c1ccc(Cc2nc3ccccc3s2)cc1	-2
CCOC(=O)C1CCCN(C(=O)c2ccc(NS(=O)(=O)c3ccc4[nH]c(=O)[nH]c4c3)cc2)C1 (stereo not given)	-1
Cc1ccc(S(=O)(=O)N2CCN(c3ncnc4sccc34)CC2)cc1C	4
O=C(NN=Cc1ccc2c(c1)OCO2)C1CC1	0
COC(=O)C(CC(C)C)N(Cc1cc(OC)cc(OC)c1)S(=O)(=O)c1ccccc1Br (stereo not given)	4
C=CCN(c1ccccc1)S(=O)(=O)c1cccc(C(=O)Nc2ccc(N3CCOCC3)cc2)c1	2
COC(=O)[C@H]1C[C@H]2[C@@H]3CC[C@H]4C[C@@H](OC)CC[C@]4(C)[C@H]3CC[C@]2(C)[C@@]2(CCCO2)O1	1
O=C(CCNS(=O)(=O)c1ccc2ccccc2c1)NCCOc1ccccc1	-1
O=c1[nH]nc(-c2ccc([N+](=O)[O-])o2)c(=O)[nH]1	7
CCOCCOc1cc(NCc2ccccc2)c2ncn(C(C)C)c2c1	-2
CC(C(=O)N(C)Cc1cccc(F)c1)N1CCN(S(=O)(=O)c2ccc3c(c2)OCCCO3)CC1 (stereo not given)	4
CCN(CC)C(=O)[C@H]1CC(CC(=O)NCc2cccc(C(F)(F)F)c2)C(=O)N2CCc3c([nH]c4ccc(OC)cc34)[C@]12C (stereo not given in full)	1
COc1ccc(C(=O)NCCCN2CCN(CCCNC(=O)c3ccc(OC)c(OC)c3)CC2)cc1OC	3
CC(=O)N1c2ccccc2S(=O)(=O)c2c1ccc1ccccc21	1
O=C(NCc1ccccc1)c1ccc(NC(=O)C2CCC2)cc1	0
CC1CCCCC12NC(=O)N(CC(=O)N1CCN(S(=O)(=O)c3cccs3)CC1)C2=O (stereo not given)	4
O=C(O)c1ccc(C=NN2CCCCCC2)cc1	-1
O=C(Cn1cnc2ccc(Cl)cc2c1=O)NC1CCS(=O)(=O)C1 (stereo not given)	3
CC(=O)OCC1=C(C(=O)O)N2C(=O)[C@@H](NC(=O)CSc3ccncc3)[C@H]2SC1	-5

Bioassay records (PubChem)
